Diaph act CS = counter-screen for diaphorase-based assays: diaphorase activators and chemical reducers; Diaphorase/resazurin coupled assay, resorufin fluorescence, 16 min; active compounds read high; 1 = vehicle wells, 0 = NADH-free wells; activation factor at 20 µM; 190,000 compounds, 0.005% hits;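 active means diaphorase activity raised at least twofold by the compound at 20 µM; inactive means activation factor below 2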
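Material: purified diaphorase enzyme from Clostridium kluyveri / Medium: HEPES pH 7.4 buffer with MgCl2 and Tween 20 / Schedule: enzyme reaction of 16 min at room temperature / Measured by: resorufin fluorescence, excitation 544 nm, emission 590 nm / Evaluation: rise in resorufin formation, marking diaphorase activation or chemical reduction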
FLuc inhib CS = counter-screen for luciferase assay inhibitors: firefly luciferase inhibition; ATPLite firefly luciferase biochemical luminescence, 10 min; inhibition, % at 10 µM; 200,000 compounds, 1.5% hits; AID 1006;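 active means inhibition above about 50% when tested at 10 µM, limit read from the data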
G6PDH CS = inhibits Leuconostoc G6PDH, flagging false hits in G6PDH-based assays; inhibition, % at 5 µM; Purified L. mesenteroides G6PDH, diaphorase/resazurin coupled fluorescence, 45 min; AID 1020; 200,000 compounds, 0.12% hits; in the data active means inhibition above about 50%
STAT1 activator = increases IFN-gamma driven STAT1 reporter signal; NIH 3T3 STAT1-luciferase reporter, luminescence; 100% = IFN-gamma alone, no compound; activation (% of control), % at 5.5 µM; 200,000 compounds, 2.6% hits;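 active means activation above the screen-wide mean activation plus 3 SD, cut at about 130% in these data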;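 further: raw ratio to IFN-gamma control signal so 100% means no change and 0% no light; values of inactives mirror those of a sister screen read the other way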
APP 5'UTR act = APP 5'UTR luciferase reporter activation; SH-SY5Y APP 5'UTR luciferase reporter, luminescence; zero percent = DMSO vehicle wells; activation, % at 2 µM; 190,000 compounds, 1% hits; AID 1276;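 active means activation above a set limit, based on mean plus 3 SD of controls, cut at about 140% in these data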; further: values of inactives mirror those of a sister screen read the other way
APP 5UTR inh = APP translation inhibition. SH-SY5Y APP 5'UTR-luciferase reporter, luminescence. inhibition, % at 2 µM. 190,000 compounds, 0.82% hits. AID 1285;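 active means inhibition above a set limit, derived from the sample mean plus 3 SD, cut at about 45% in these data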; further: values of inactives mirror those of a sister screen read the other way
TLR4-MyD88 BLA = inhibitors of human TLR4-MyD88 binding; HeLa CL3-4 TLR4/MyD88 BLA complementation, FRET ratio; inhibition, % at 8.4 µM; 200,000 compounds, 0.18% hits; in the data active means inhibition above about 25%;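 further: 0% = vehicle and 100% = reference inhibitor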
Target sequence (O00206 whole entry, looked up): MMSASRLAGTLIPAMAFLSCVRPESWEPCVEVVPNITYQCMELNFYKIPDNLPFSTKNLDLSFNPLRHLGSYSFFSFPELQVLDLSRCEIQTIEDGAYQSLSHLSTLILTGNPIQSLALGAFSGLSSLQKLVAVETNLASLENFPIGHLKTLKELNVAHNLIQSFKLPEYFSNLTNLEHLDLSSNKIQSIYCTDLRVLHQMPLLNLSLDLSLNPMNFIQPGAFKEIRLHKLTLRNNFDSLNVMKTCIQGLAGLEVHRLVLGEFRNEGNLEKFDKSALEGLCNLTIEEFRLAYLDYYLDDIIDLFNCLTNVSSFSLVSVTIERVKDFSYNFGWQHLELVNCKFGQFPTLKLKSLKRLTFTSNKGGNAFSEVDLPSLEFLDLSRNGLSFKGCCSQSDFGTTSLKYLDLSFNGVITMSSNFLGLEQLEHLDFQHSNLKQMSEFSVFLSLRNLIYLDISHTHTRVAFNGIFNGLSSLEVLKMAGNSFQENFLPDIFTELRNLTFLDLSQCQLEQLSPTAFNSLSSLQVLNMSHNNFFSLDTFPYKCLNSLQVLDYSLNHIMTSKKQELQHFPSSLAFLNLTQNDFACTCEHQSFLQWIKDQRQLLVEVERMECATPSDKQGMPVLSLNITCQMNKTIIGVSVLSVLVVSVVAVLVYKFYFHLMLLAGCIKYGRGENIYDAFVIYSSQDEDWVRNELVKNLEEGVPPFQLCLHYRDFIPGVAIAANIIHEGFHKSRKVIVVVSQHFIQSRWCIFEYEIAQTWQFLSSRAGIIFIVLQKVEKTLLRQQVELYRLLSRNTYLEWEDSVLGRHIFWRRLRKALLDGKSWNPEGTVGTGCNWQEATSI
Target sequence (Q99836 whole entry, looked up): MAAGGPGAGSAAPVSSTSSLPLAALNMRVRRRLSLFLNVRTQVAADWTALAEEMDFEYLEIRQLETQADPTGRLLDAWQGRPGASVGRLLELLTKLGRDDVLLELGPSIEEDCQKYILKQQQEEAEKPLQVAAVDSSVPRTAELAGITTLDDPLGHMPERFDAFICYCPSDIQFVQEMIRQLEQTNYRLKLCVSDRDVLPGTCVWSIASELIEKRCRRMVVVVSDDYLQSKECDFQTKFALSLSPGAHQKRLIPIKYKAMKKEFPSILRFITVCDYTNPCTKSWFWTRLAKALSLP
NF-kB expr up = NF-kB expression increase, human neuronal cells; NF-kB reporter expression; active compounds read high; fold change at 12.5 µM; 190,000 compounds, 1.6% hits; AID 1239; in the data active means fold change above about 3.3
FLuc stim CS = affects firefly luciferase, flagging false hits in luciferase stimulation screens; P08659; ATPlite luciferase biochemical, luminescence, 10 min; 0 = ATP-free wells, 1 = DMSO control; activation factor at 10 µM; 200,000 tested, under 10 active; AID 1027;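 active means luciferase activation factor, scaled between plate controls, of at least 2 with compound at 10 µM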
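Material: Luciferase/luciferin reagent mix | Doses: Test compounds dosed from 2 mM stocks in 100% DMSO | Timing: 10 min incubation after luciferase reagent addition, room temperature | Measured by: Luminescence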
Diaphorase inh = inhibits diaphorase or chemically oxidizes, flagging diaphorase assay artifacts; diaphorase resazurin-to-resorufin fluorescence, NADH, 16 min; bacterial (C. kluyveri) enzyme, not human; inhibition, % at 20 µM; 190,000 compounds, 0.69% hits;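 active means primary screen inhibition at 20 µM above a set limit, cut at about 50% in these data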;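 further: plate controls were DMSO with full reaction for no effect and wells lacking NADH for full effect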
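material = Clostridium kluyveri diaphorase enzyme | amount = 0.14 U/mL diaphorase, enzyme working solution | schedule = incubation 16 min, room temperature | detection = fluorescence of resorufin formed from resazurin, Ex 544/Em 590 nm | benchmarks = positive control minus NADH, DMSO neutral control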
Active calls of the source: *; . = no result given.

#	Compound	Diaphorase inh	FLuc inhib CS	FLuc stim CS	TLR4-MyD88 BLA	APP 5'UTR act	STAT1 activator	APP 5UTR inh	G6PDH CS	NF-kB expr up	Diaph act CS
1	CC(C)C(=O)N(Cc1cc2ccccc2[nH]c1=O)C(C)C	10	-9	1.1	-5	-11	105	11	3	1.1	0.9
2	O=C(NCc1ccc(F)cc1)c1ccc(CS(=O)(=O)Cc2ccc(F)cc2)o1	-4	-7	1.1	-12	-9	89	9	4	0.84	1
3	Fc1cc(Cl)ccc1NC(=S)NCCN1CCOCC1	15	-4	1	-7	1	100	-1	15	1.1	0.9
4	Cc1csc(NC(=O)CSc2ccc3nnc(CCNS(=O)(=O)c4ccccc4)n3n2)n1	5	-6	1.1	-3	-32	87	32	5	1.2	0.9
5	COc1cc(N(C)C)c([N+](=O)[O-])cc1C(=O)NC(C)CNc1ccc([N+](=O)[O-])cc1Cl (centres undefined)	21	-2	1	5	2	115	-2	-2	1	0.8
6	COc1ccc(NC(=S)Nc2ccccc2Cl)cn1	16	-2	1	8	7	89	-7	4	1.2	0.8
7	Clc1ccc(Nc2ccc(NCc3ccccc3)nn2)cc1	18	-5	1	1	13	102	-13	10	1.5	0.8
8	COc1ccc(S(=O)(=O)Nc2ccc(S(=O)(=O)N3CCCCC3)cc2)cc1C	5	-2	1	9	-1	97	1	4	0.92	1
9	O=C(Oc1ccccc1C(=S)N1CCCCC1)c1cc([N+](=O)[O-])cc([N+](=O)[O-])c1	19	-4	1	18	-18	100	18	6	1.2	0.8
10	C=CCN(CC=C)C(=O)C1CC(=O)N(c2ccc(Br)cc2)C1 (centres undefined)	-9	-4	1	1	-9	102	9	5	1.9	1.1
11	NC(=O)C1CC(=O)N(c2ccc(OCc3ccc(Cl)cc3)cc2)C1 (centres undefined)	8	2	1	-1	91	119	-90	9	3.1	0.9
12	Cc1nnc(SCc2nnc(-c3cccs3)o2)s1	0	-1	1	3	15	95	-15	2	1.1	1
13	COc1cccc(C2=NOC(C(=O)NC(C)C)C2)c1 (centres undefined)	17	-8	1.1	7	9	95	-9	5	1.1	0.8
14	CCC(c1nnnn1Cc1ccco1)N(Cc1ccccc1OC)Cc1cc2cc(C)ccc2[nH]c1=O (centres undefined)	24	-11	1.1	3	8	101	-8	7	1.1	0.8
15	Cc1cc(=O)n(C)c(=O)n1CCCCCCN1CCCC1	5	-1	1	9	-5	99	5	-3	1	1
16	CC(=O)C1=NN(c2ccccc2)C2(S1)S/C(=C\c1ccccc1)C(=O)N2c1ccccc1 (centres undefined)	16	-11	1.1	-3	-8	99	8	5	0.82	0.8
17	Cc1ccc(Nc2nc(N)nc(CSc3ncccn3)n2)cc1	4	6	0.9	-12	104	130*	-104	7	5.4*	1
18	CN(C)S(=O)(=O)c1cccc(NC(=O)CSc2nc3c(cc2C#N)C(=O)CC(C)(C)C3)c1	33	-4	1	-7	-20	89	20	-40	0.51	0.7
19	N#C/C(=C1/CCCCCN1)c1nc2ccccc2[nH]1	1	-2	1	11	10	130*	-10	0	2	1
20	CC1=C(/C=N/Nc2ccc([N+](=O)[O-])cc2[N+](=O)[O-])C(C)(C)CCC1	16	-6	1.1	-9	-5	102	5	-20	1.4	0.8

Fetched one by one from the entries so far:
#	Compound	Diaphorase inh	FLuc inhib CS	FLuc stim CS	TLR4-MyD88 BLA	APP 5'UTR act	STAT1 activator	APP 5UTR inh	G6PDH CS	NF-kB expr up	Diaph act CS
1	CC(C)C(=O)N(Cc1cc2ccccc2[nH]c1=O)C(C)C	10	-9	1.1	-5	-11	105	11	3	1.1	0.9
2	O=C(NCc1ccc(F)cc1)c1ccc(CS(=O)(=O)Cc2ccc(F)cc2)o1	-4	-7	1.1	-12	-9	89	9	4	0.84	1
6	COc1ccc(NC(=S)Nc2ccccc2Cl)cn1	16	-2	1	8	7	89	-7	4	1.2	0.8
5	COc1cc(N(C)C)c([N+](=O)[O-])cc1C(=O)NC(C)CNc1ccc([N+](=O)[O-])cc1Cl (centres undefined)	21	-2	1	5	2	115	-2	-2	1	0.8
4	Cc1csc(NC(=O)CSc2ccc3nnc(CCNS(=O)(=O)c4ccccc4)n3n2)n1	5	-6	1.1	-3	-32	87	32	5	1.2	0.9
9	O=C(Oc1ccccc1C(=S)N1CCCCC1)c1cc([N+](=O)[O-])cc([N+](=O)[O-])c1	19	-4	1	18	-18	100	18	6	1.2	0.8

More structures follow.
#	Compound	Diaphorase inh	FLuc inhib CS	FLuc stim CS	TLR4-MyD88 BLA	APP 5'UTR act	STAT1 activator	APP 5UTR inh	G6PDH CS	NF-kB expr up	Diaph act CS
21	CCN(CC)CCn1c(/N=C/c2cc(Br)ccc2O)nc2ccccc21	8	-2	1	7	-4	101	4	6	1.1	0.9
22	C/C=C(\C)C(=O)OC1c2c(ccc3ccc(=O)oc23)OC(C)(C)C1OC(C)=O (centres undefined)	14	-6	1.1	-6	36	91	-36	0	0.94	0.9
23	COc1ccc(S(=O)(=O)c2ccc(OC)c(OC)c2)cc1OC	9	-10	1.1	-10	-9	102	9	11	1.3	0.9
24	CCOC(=O)N1CCN(C(=O)C(CC)c2ccccc2)CC1 (centres undefined)	14	-7	1.1	-22	0	95	0	-2	1.1	0.9
25	O=C(COc1ccc(Cl)cc1)NCC(=O)N/N=C/c1cccs1	4	6	0.9	1	-2	103	2	10	1.1	1
26	Cc1nc(NC(=O)c2ccccc2)sc1-c1csc(NCc2ccccc2)n1	27	-8	1.1	0	.	107	.	6	0.61	0.7
27	Cc1nc2cc(C(=O)OCC(=O)NC(C)C(C)C)ccc2n1-c1ccccc1 (centres undefined)	-1	-1	1	5	-11	94	11	6	1.2	1
28	Cc1cc(F)c(F)c(C(=O)N2CCCCC2C)c1Cl (centres undefined)	-3	4	1	-4	-10	99	10	6	1.2	1
29	CCOC(=O)c1sc(NC(=O)c2ccco2)nc1C	9	47	0.5	.	.	.	.	5	1.4	0.9
30	COc1ccccc1[C@@H]1C(c2cccc(C)c2)=NN(c2ccccc2)[C@H]1C(=O)N1CCOC1=O	15	2	1	-10	6	97	-6	22	0.79	0.8
31	Cc1cc(C)c(C(=O)N2CCCC(C(=O)c3cc(F)ccc3F)C2)o1 (centres undefined)	14	-2	1	3	-10	95	10	10	1.1	0.9
32	COc1ccccc1CN1CCN(Cc2nc(Cc3ccccc3)no2)CC1	-7	0	1	-13	0	99	0	7	0.88	1.1
33	CC1CCc2c(nc3ncnn3c2Nc2ccc(OC(F)(F)F)cc2)C1 (centres undefined)	-6	-6	1.1	-5	7	86	-7	5	1.4	1.1
34	CCN(CC)c1ccc(C(=S)NCc2ccccc2)cc1	6	-1	1	-3	17	88	-17	-4	1.2	0.9
35	O=C(Nc1ccc(Cl)cc1F)c1ccccc1Br	-8	20	0.8	0	120	148*	-120	2	5.7*	1.1
36	CCn1c(=O)c(C(=O)CN2CCc3ccccc32)c(N)n(Cc2ccccc2)c1=O	33	-2	1	0	14	90	-14	-19	1.1	0.7
37	CNC(=O)CSc1nnc(-c2ccncc2)n1Cc1ccccc1	5	-4	1	-4	-1	95	1	10	1.1	0.9
38	CCOC(=O)N1CCN(C(=O)c2c(O)c3cccc4c3n(c2=O)CC4)CC1	4	-2	1	4	9	102	-9	-3	1.4	1
39	CCN1CCN(CCNC(=O)c2ccc(/C=C3/Sc4ccccc4N(Cc4ccccc4C)C3=O)cc2)CC1	-41	-9	1.1	11	1	98	-1	6	0.44	1.4
40	O=C(Cc1ccccc1)Nc1cccc(C(=O)O)c1O	8	3	1	4	6	104	-6	6	1	0.9

Following part.
#	Compound	Diaphorase inh	FLuc inhib CS	FLuc stim CS	TLR4-MyD88 BLA	APP 5'UTR act	STAT1 activator	APP 5UTR inh	G6PDH CS	NF-kB expr up	Diaph act CS
41	CC(=O)N1CCc2cc3nc(C)cc(C)c3cc21	19	0	1	-3	-11	101	11	5	1.1	0.8
42	Cc1ccc(S(=O)(=O)NCC(=O)N2CCCC2)cc1	7	-6	1.1	-2	3	98	-3	10	1.1	0.9
43	O=C(NC(=S)NCc1ccccc1)c1ccccc1[N+](=O)[O-]	.	-6	1.1	18	-7	91	7	4	1.1	.
44	O=C(NCc1ccccc1)Nc1cccn(Cc2cccc(F)c2)c1=O	9	12	0.9	-4	18	103	-18	-7	0.92	0.9
45	C=C(C)c1cccc(C(C)(C)NC(=O)N(C)C2CCN(C)CC2)c1	15	-4	1	-6	19	98	-19	7	1.6	0.9
46	O=C(NCC(c1cccnc1)N1CCOCC1)c1ccc2c(c1)OCO2 (centres undefined)	-1	1	1	-3	11	98	-11	-4	1.2	1
47	Cc1ccccc1Nc1nc(N)nc(CSc2nnc(-c3ccccc3)n2C)n1	-15	-4	1	4	-10	97	10	6	1.1	1.2
48	Cc1ccc(S(=O)(=O)Nc2c3ccccc3nc(=O)n2-c2ccccc2)cc1	11	-5	1	0	-11	102	11	1	1.4	0.9
49	COc1cc(C(=O)NCC(=O)OC(C)C(=O)Nc2ncc(Cl)cc2Cl)cc(OC)c1OC (centres undefined)	-4	-3	1	-3	-1	107	0	0	0.83	1
50	CNC(=O)COC(=O)c1ccc([N+](=O)[O-])cc1Cl	9	0	1	6	10	102	-10	1	1	0.9
51	Cc1ccc(N(CC(=O)N/N=C/c2ccc(OC3CSC3)cc2)S(=O)(=O)c2ccccc2)c(C)c1	22	-3	1	1	7	112	-7	-12	0.89	0.8
52	CC(=O)Nc1cc(C(=O)OC(C(=O)c2ccccc2)c2ccccc2)ccc1C (centres undefined)	30	-5	1.1	0	11	102	-11	-3	0.9	0.7
53	COc1cc(/C=N/NC(=O)c2nc3ccccn3c2C)cc(OC)c1O	-7	4	1	-14	0	93	0	2	1	1.1
54	CSCCC(NC(=O)c1cccc(C)c1)C(=O)O (centres undefined)	6	4	1	2	18	92	-18	18	1	0.9
55	Cc1cccc2c1N(CCOc1ccccc1Cl)C(=O)C2=O	12	1	1	5	-8	105	8	12	3.7*	0.9
56	CCCCc1nc2ccccc2c(=O)n1NC(=O)c1c(O)c2cccc3c2n(c1=O)CCC3	23	-9	1.1	.	.	.	.	10	.	0.8
57	Cc1ccc(C)c(NC(=O)CN(C)C(=O)COc2ncnc3sccc23)c1	13	-6	1.1	-3	-9	105	9	1	1	0.9
58	COc1ccc2cc(S(=O)(=O)n3cnc(C)c3)ccc2c1	0	2	1	-21	8	91	-8	12	1.2	1
59	COC(=O)c1nn(-c2ccccc2)c(Cl)c1/C=N/O	-4	-8	1.1	-2	-19	94	19	14	1.1	1
60	Cc1ccc(-c2nnc(CCC(=O)NCC3C4CC5CC(C4)CC3C5)o2)s1 (centres undefined)	13	-3	1	-7	45	147*	-45	1	2.7	0.9

New compounds follow.
#	Compound	Diaphorase inh	FLuc inhib CS	FLuc stim CS	TLR4-MyD88 BLA	APP 5'UTR act	STAT1 activator	APP 5UTR inh	G6PDH CS	NF-kB expr up	Diaph act CS
61	O=C(Cn1cnc2cc([N+](=O)[O-])ccc2c1=O)NCCc1ccc(F)cc1	18	-5	1.1	4	7	101	-7	0	0.92	0.8
62	NCCc1ccc(O)c(O)c1	54*	-2	1	13	-10	102	10	47	0.77	0.5
63	CCCc1n(CC(O)COCC2CC=CCC2)c2ccccc2[n+]1C (centres undefined)	.	-6	1.1	-6	7	92	-7	6	1	.
64	COC(=O)c1cccnc1NC(=S)NC1CCCCC1	4	11	0.9	0	11	98	-11	-5	0.95	1

High-throughput results (PubChem BioAssay)
